From PubChem BioAssay
HepG2 viability – counter-screen for TGF-b inhibitors: cytotoxicity in HepG2 cells; 410,000 compounds, 0.76% hits; AID 588856; Potency, µM (doses to about 46.1 µM), inactives show top-dose activity change, negative = cytotoxicity, usual class: cytotoxic; HepG2 CAGA-GFP viability, ATP luminescence, 18 h; note: some results filed as inactive show a strong effect at the top dose
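HepG2 CAGA-GFP cells (1000/well, DMEM with 1% FBS) received compound, then TGF-beta at 500 pg/mL final, and were incubated 18 hours at 37 degrees C. Viability was read by CellTiter-Glo luminescence. Media-only wells were set as complete cell-killing and DMSO as no toxicity.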
ATXN2 expr inh – ATXN2 expression inhibition | 360,000 compounds, 0.72% hits | Potency, µM (doses to about 57 µM), for the others: top-dose activity change, negative = inhibition, actives largely listed as inhibitors | HEK-293 ATXN2-luciferase reporter, luminescence, 24 h | AID 1745845; note: % is set by controls: 0 for no effect and ±100 for the full control effect; nearly all actives have a fitted effect of over 55% in size
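ATXN2-luciferase reporter cells (luciferase flanked by upstream and downstream ATXN2 gene portions) were treated 24 h at 37 °C with compounds at up to 57 uM. SteadyGlo luminescence gave expression; GF-AFC fluorescence gave viability.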
ATXN viability – reduces viability in counter-screen for ATXN expression inhibitors; S2 cells (HEK-293 line with an ATXN2-luciferase reporter) viability, CellTiter-Fluor protease fluorescence, 24 h; Potency, µM (doses to about 56.7 µM), usual class: cytotoxic; 400,000 compounds, 0.49% hits; AID 651635; note: nearly all actives have a fitted effect of over 40% in size
Nrf2 activator – activators of Nrf2 (ARE) signaling | AREc32 ARE-luciferase reporter (MCF7-derived line), luminescence, 24 h | Potency, µM (doses to about 46.1 µM), for inactives: top-dose activation, hits mostly activators | 410,000 compounds, 0.31% hits; note: % of control where 0% means no effect; nearly all actives have a fitted effect of over 65% in size
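ARE-driven firefly luciferase activity in AREc32 cells measured after a 24 hr compound exposure at 37 deg C, using Steady-Glo reagent and a 30 min room-temperature hold.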
Nrf2 block – inhibitors of Nrf2 signaling. A549 ARE-Fluc reporter, luciferase luminescence, 18-24 h. Potency, µM (top dose mostly 46 µM), for the others: top-dose activity change, negative = inhibition, most hits filed as inhibitors. 360,000 compounds, 2.1% hits; note: % is set by controls: 0 for no effect and ±100 for the full control effect; nearly all actives have a fitted effect of over 60% in size
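Two sequential reads on A549 ARE_Fluc cells exposed to compound for 18-24 h: a CellTiter-Fluor fluorescence read for viability, then a luciferase luminescence read for Nrf2/ARE activity.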
TGFb SMAD3 inh – inhibitors of TGF-b signaling; HepG2 CAGA-GFP TGF-b/SMAD3 reporter, GFP fluorescence, 18 h; TGF-beta stimulated, 500 pg/mL final; Potency, µM (doses to about 46.1 µM), inactives show at the top dose activity, negative = inhibition, most hits filed as inhibitors; 410,000 compounds, 1.2% hits; AID 588855; note: % is set by controls: 0 for no effect and ±100 for the full control effect; nearly all actives have a fitted effect of over 65% in size
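Per well, imaged GFP fluorescence of HEPG2 CAGA-GFP cells gives the signal; cells get compound, then TGF-beta (500 pg/mL final), 18 h at 37 degrees C; %Activity versus -TGF-beta and +DMSO controls.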
A549 tox – A549 cytotoxicity, counter-screen for Nrf2 inhibitors; A549 ARE-Fluc cells, CellTiter-Fluor viability, 18-24 h; Potency, µM (titrated, usually from 46 µM), without a hit: top-dose activity change, negative = cytotoxicity, usual class: inhibitors; 390,000 compounds, 0.16% hits; AID 504648; note: % is set by controls: 0 for no effect and ±100 for the full control effect
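A549 ARE_Fluc cells in 5% FBS OPTI-MEM were exposed to compounds in concentration-response for 18-24 h at 37 deg C. Viability was read by CellTiter-Fluor fluorescence (Ex 405/Em 525) after 30 min, before the luciferase read.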
EPAC2 antag – antagonists of human EPAC2; AID 720708; 360,000 compounds, 0.18% hits; Q8WZA2; EPAC2 GEF exchange of Rap1B-BODIPY-GDP, fluorescence; Potency, µM (highest dose often 114 µM), without a hit: at the highest dose activity, negative = inhibition, actives largely listed as inhibitors; note: % is set by controls: 0 for no effect and ±100 for the full control effect; nearly all actives have a fitted effect of over 45% in size; many of its hits are not listed in these tables
Target sequence (Q8WZA2 whole entry, looked up): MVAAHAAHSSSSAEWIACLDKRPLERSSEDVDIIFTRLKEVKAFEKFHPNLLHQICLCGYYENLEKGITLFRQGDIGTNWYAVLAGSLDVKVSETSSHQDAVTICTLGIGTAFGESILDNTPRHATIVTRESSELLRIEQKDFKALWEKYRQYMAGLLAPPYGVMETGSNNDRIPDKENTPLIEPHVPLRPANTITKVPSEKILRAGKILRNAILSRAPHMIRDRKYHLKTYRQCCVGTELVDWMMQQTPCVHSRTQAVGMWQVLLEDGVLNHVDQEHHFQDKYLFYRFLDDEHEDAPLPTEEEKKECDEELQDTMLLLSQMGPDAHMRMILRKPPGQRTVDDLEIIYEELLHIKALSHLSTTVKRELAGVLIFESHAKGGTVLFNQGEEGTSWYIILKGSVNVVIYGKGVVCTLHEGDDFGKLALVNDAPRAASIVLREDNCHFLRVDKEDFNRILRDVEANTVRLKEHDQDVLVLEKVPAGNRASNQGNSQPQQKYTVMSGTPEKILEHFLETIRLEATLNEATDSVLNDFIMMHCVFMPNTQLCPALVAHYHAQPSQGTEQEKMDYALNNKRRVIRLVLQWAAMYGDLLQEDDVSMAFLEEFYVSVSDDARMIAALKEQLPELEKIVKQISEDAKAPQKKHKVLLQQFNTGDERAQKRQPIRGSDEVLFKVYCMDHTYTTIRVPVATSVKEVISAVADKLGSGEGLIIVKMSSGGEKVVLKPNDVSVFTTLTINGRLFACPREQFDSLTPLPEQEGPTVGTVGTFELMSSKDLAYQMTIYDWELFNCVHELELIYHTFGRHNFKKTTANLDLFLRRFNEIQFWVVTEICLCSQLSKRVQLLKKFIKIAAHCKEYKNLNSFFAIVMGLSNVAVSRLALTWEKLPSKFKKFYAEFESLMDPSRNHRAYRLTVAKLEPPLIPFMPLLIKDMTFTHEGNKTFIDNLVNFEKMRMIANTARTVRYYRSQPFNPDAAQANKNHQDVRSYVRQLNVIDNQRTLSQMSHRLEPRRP
MCF10A rerep – inducers of DNA re-replication in MCF 10A breast cells; MCF 10A DNA re-replication, Hoechst nuclear intensity, 48 h; Potency, µM (doses to about 46.1 µM), inactives show at the highest dose activity, positive = re-replication, hits mostly activators; 350,000 compounds, 2.9% hits; AID 624296; note: % of control where 0% means no effect; nearly all actives have a fitted effect of over 50% in size
Starred values were filed as active, the others as inactive; i = inactive; ? = inconclusive; · = no result given; [ ] = remark or other dose. Calls come from the whole dose curve; as a rule, active = well fitted curve in the direction sought with a large enough effect; inconclusive = small, poorly fitted or top-dose-only effect, or another doubt; inactive = no such curve, though single readings can be large; an effect the other way counts as inactive or inconclusive. Potency is the fitted concentration of half-maximal effect. Only part of the results is shown. The share of hits here may be higher or lower than overall.

SMILES | HepG2 viability | ATXN2 expr inh | ATXN viability | Nrf2 activator | Nrf2 block | TGFb SMAD3 inh | A549 tox | EPAC2 antag | MCF10A rerep
CN(Cc1ccccc1)S(=O)(=O)c1ccc(OCC(=O)Nc2cccc([N+](=O)[O-])c2)cc1 | 0.5% | -19.8% | i | 4.3% | 12.2% | -9.7% | 4.7% | -3.9% | 0.7%
CCC(=O)c1ccc(OCC(O)Cn2nnc3ccccc32)cc1 (stereo not drawn) | -17.2% | 37.1% | i | 3.4% | ? | -4.7% | 10.2% | -9.1% | 6.8%
O=C(NC1CCCC1)C(c1ccccc1F)N(C(=O)Cc1cccs1)c1ccc2c(c1)OCCO2 (stereo not drawn) | -3.7% | -22.4% | i | -0.9% | ? | -22.6% | -7.3% | 9.2% | 1.5%
Cc1ccc([C@H]2N[C@]3(CCCN(CC4CCCCC4)C3=O)[C@H]3C(=O)N(Cc4ccccc4)C(=O)[C@@H]23)cc1 | -27.5% | -17.7% | ? | -0.2% | · | -28.0% | · | -5.3% | ·
Cc1cc(C)c2c(c1)/C(=N/NS(=O)(=O)c1ccccc1)CCC2 | -16.1% | -9.7% | i | 0.6% | ? | -9.1% | -6.9% | -0.6% | ?
CCc1ccc(C2=Nn3c(nnc3-c3cccs3)SC2)cc1 | -29.9% | 43.4%[activator] | i | 3.2% | ? | 1.5% | -9.1% | -12.1% | 24.0%
COc1ccc2cc3cc(C(=O)NCCc4ccccc4)sc3nc2c1Cl | -6.3% | 6.5% | i | 5.3% | · | -1.7% | 6.9% | · | ·
CCCCCn1c(N2CCOCC2)nc2c1c(=O)n(CC(N)=O)c(=O)n2C | 7.8% | 3.1% | i | -0.1% | · | 1.5% | -0.9% | 12.7% | -10.3%
CSc1nc2ccccc2c(=O)n1Cc1ccc(F)cc1 | 11.6% | -5.5% | i | 0.3% | 9.1% | -18.3% | 3.0% | -6.5% | -0.3%
Cc1cc(C)n2nc(-c3ccsc3-n3c(C)ccc3C)cc2n1 | -18.7% | -11.6% | i | ? | -29.2% | 4.8% | 5.9% | -1.1% | ?
Cc1cc(C(=O)N/N=C/C=C/c2ccc([N+](=O)[O-])cc2)n[nH]1 | -10.0% | -4.9% | i | 3.5% | -2.0% | -11.8% | -4.4% | -6.0% | 0.0%
Cc1ccc2nc(Cl)c3cc(C(=O)NC4CCC(C)CC4)sc3c2c1 (stereo not drawn) | -0.8% | · | · | -0.1% | -2.8% | 25.6% | 0.3% | · | ·
CC(C)CCNC(=S)Nc1ccc(Br)cc1 | -37.5% | 33.3% | i | 0.1% | ? | ? | -3.9% | -10.3% | ?
CC(=O)SC(C)CC(=O)NCc1ccccc1 (stereo not drawn) | -1.5% | -0.3% | i | -0.2% | 10.8% | 12.3% | -6.2% | -2.4% | ?
COc1ccc(CNC(=O)c2cc3ccccn3n2)c(OC)c1 | -9.9% | 3.8% | i | 0.9% | 12.1% | 3.5% | -1.8% | · | ·
Cc1cccc(CC2S/C(=N/N=C/c3ccco3)NC2=O)c1 (stereo not drawn) | -9.4% | ? | i | ? | -20.2% | ? | -4.3% | -0.8% | -16.4%
CCN(CCO)c1nc(SC)nc2c1sc1nc(-c3ccco3)c3c(c12)CCC3 | -23.8% | -7.8% | i | 0.0% | 5.6% | ? | ? | -0.9% | 5.9%
CCCc1cc(C(=O)N2CCCN(C)CC2)cs1 | -10.2% | 2.4% | i | -1.0% | 4.7% | 6.3% | -3.3% | 1.7% | 23.2%
O=C(O)CCCCCn1c(SCC(=O)Nc2ccc(F)cc2)nc2ccsc2c1=O | 3.0% | -11.2% | i | -0.5% | -23.0% | 8.1% | 1.1% | 0.1% | -1.5%
COc1ccccc1NC(=O)Cn1nnc(-c2ccccc2NC(=O)c2cc3ccccc3oc2=O)n1 | 6.7% | 0.0% | i | 13.4% | ? | ? | 8.2% | 16.9% | -19.6%
Cn1c(CCN2CCCC2)nc2cc(NC(=O)COc3ccc(Cl)cc3)ccc21 | -29.1% | · | i | 8.3% | · | -18.6% | · | 11.4% | ·
CCCCc1nnc(NC(=O)CSc2nc(O)c(Cc3ccccc3)c(=O)[nH]2)s1 | 0.3% | -20.2% | i | 0.3% | -6.3% | 2.3% | 8.6% | -3.4% | 3.8%
Cc1cc(Cn2nc(C(=O)NCc3cccc(Br)c3)cc2-c2ccccc2)on1 | -21.1% | -34.9% | i | 2.9% | -7.5% | ? | 1.2% | ? | ?
CCN(C(=O)COC(=O)c1ccc(COc2ccc3c(C)cc(=O)oc3c2)cc1)C1CCS(=O)(=O)C1 (stereo not drawn) | 5.6% | 14.4% | i | 0.1% | 3.9% | 12.3% | -4.0% | 6.9% | -5.1%
COc1ccc(N(CC(=O)NC2CCCC2)C(=O)CCC(=O)Nc2nc(C)cs2)cc1OC | 6.7% | 6.8% | i | -0.2% | 8.6% | 27.0% | -1.7% | 7.9% | -38.8%[inhibitor]

A different layout for part of the listing above.
Fields: HepG2 viability, ATXN2 expr inh, ATXN viability, Nrf2 activator, Nrf2 block, TGFb SMAD3 inh, A549 tox, EPAC2 antag, MCF10A rerep
- CC(C)CCNC(=S)Nc1ccc(Br)cc1
→ -37.5%, 33.3%, i, 0.1%, ?, ?, -3.9%, -10.3%, ?
- CC(=O)SC(C)CC(=O)NCc1ccccc1 (stereo not drawn)
→ -1.5%, -0.3%, i, -0.2%, 10.8%, 12.3%, -6.2%, -2.4%, ?
- COc1ccc(CNC(=O)c2cc3ccccn3n2)c(OC)c1
→ -9.9%, 3.8%, i, 0.9%, 12.1%, 3.5%, -1.8%, ·, ·
- Cc1cccc(CC2S/C(=N/N=C/c3ccco3)NC2=O)c1 (stereo not drawn)
→ -9.4%, ?, i, ?, -20.2%, ?, -4.3%, -0.8%, -16.4%

(list continues)
SMILES | HepG2 viability | ATXN2 expr inh | ATXN viability | Nrf2 activator | Nrf2 block | TGFb SMAD3 inh | A549 tox | EPAC2 antag | MCF10A rerep
Cc1cc(S(=O)(=O)NC(C)C)ccc1OCC(=O)N1CCOCC1 | 7.5% | -1.7% | i | -0.7% | · | -1.7% | 12.7% | -8.5% | -19.4%
Cc1cccc(-c2nc(C)c(CCNC(=O)C(=O)Nc3ccc(C)c(C)c3)s2)c1 | -24.4% | 8.1% | i | -1.2% | · | 3.4% | -2.7% | · | ·
COCCN(C(=O)COC(=O)/C=C/c1nc2ccccc2s1)c1c(N)n(Cc2ccccc2)c(=O)[nH]c1=O | 17.7% | 11.9% | i | ? | ? | ? | 4.1% | 33.7%[activator] | ?
CC(=O)Nc1cccc(C(=O)Nc2cccc3ncccc23)c1 | 0.8% | -8.5% | i | -0.4% | 6.5% | 8.1% | 5.4% | 6.2% | -0.5%
CC(C)OC(=O)CSc1nnc(SCc2cccc3ccccc23)s1 | -4.9% | 5.8% | i | -0.2% | 5.3% | -1.9% | 0.0% | 1.3% | 3.1%
C[C@@H]1[C@H](O)C[C@@]23COC(=O)C2=CCC[C@@H]3[C@@]1(C)CC/C(=C/CO)CO | -7.2% | -2.5% | i | ? | -5.8% | -9.0% | -6.1% | -1.1% | -1.4%
COc1ccc(C(=O)CC(=O)C(=O)Nc2cc(C)ccc2C)cc1 | 4.4% | -5.9% | i | 7.8% | 4.6% | 0.0% | 1.0% | 15.6% | 4.7%
CCOC(=O)Nc1sc(C)c(C)c1C(N)=O | 6.8% | 0.0% | i | 2.9% | -8.3% | -2.1% | 0.7% | -3.8% | -0.6%
COc1cc2c(cc1OC)-c1cc(NCc3ccccn3)nc(=O)n1CC2 | 13.9% | 6.6% | i | 2.6% | -6.5% | 12.4% | -1.0% | -1.0% | -7.0%
CC(C)NC(=O)C1CCCN(S(=O)(=O)c2cccc3nonc23)C1 (stereo not drawn) | -17.8% | -5.3% | i | -1.3% | 7.3% | 5.9% | -9.5% | 0.4% | -6.8%
COc1cc(/C=C/C(=O)OCC(=O)NC2CCCCCCC2)ccc1O | -37.5% | 4.0% | i | 2.9% | 23.2% | -5.9% | 4.8% | -3.0% | 8.2%
Cc1cccc(C)c1NC(=O)CNC(=O)CNC(=O)Cc1cccc2ccccc12 | -0.7% | -11.7% | i | -0.2% | 11.6% | 0.2% | 0.3% | -6.4% | -1.9%
COc1ccc(S(=O)(=O)N2CCOCC2)cc1NC(=O)COC(=O)C1CC1C (stereo not drawn) | 4.0% | 3.2% | i | 0.3% | 4.7% | 6.1% | -0.5% | 4.2% | -6.5%
CCNC(=O)CC1C(=O)N(CC)C(=S)N1NC(=O)c1cccnc1 (stereo not drawn) | 3.4% | -6.0% | ? | -0.8% | -2.1% | 0.1% | -3.3% | 1.3% | 2.3%
CCCOc1ccc(-c2c(C(=O)N/N=C/c3cccs3)nnn2-c2nonc2N)cc1 | 1.8% | -20.1% | i | 0.2% | -28.9% | ? | -1.4% | -5.5% | 11.5%
CCc1ccccc1NC(=O)Cn1c(=O)n(Cc2ccc3c(c2)OCO3)c(=O)c2ccc(C(=O)NC3CCCCC3)cc21 | -54.3% | 15.9% | i | 1.3% | 12.2% | 26.3% | 8.0% | · | ·
COc1ccc(OC)c(CN2CCN(C(=O)c3cccc(S(=O)(=O)N(C)c4ccccc4)c3)CC2)c1 | -45.5% | · | i | 4.2% | · | ? | · | -8.6% | ·
CCc1ccc(NC(=O)Cn2cnc([N+](=O)[O-])c2)cc1 | 16.0% | 3.1% | i | -0.6% | -18.2% | 14.4% | -4.5% | -9.8% | -4.9%
CC(C)(C)n1nnnc1C(c1ccc(C#N)cc1)N1CCCC2(CCCCC2)C1 (stereo not drawn) | -13.6% | 0.0% | ? | -1.4% | -11.6% | 13.4% | -1.7% | -5.3% | -8.8%
COCCNC(=O)C1(C)CCCN(Cc2ccc(C)c3ccccc23)C1 (stereo not drawn) | -35.4% | ? | ? | 1.0% | · | -28.6% | · | 2.8% | ·
O=C(Nc1cccnc1)c1ccc(Cl)c(S(=O)(=O)N2CCOCC2)c1 | 2.8% | 9.4% | i | 0.1% | -4.5% | -20.2% | 2.2% | -1.1% | -4.1%
CCNS(=O)(=O)c1cc(OC)ccc1OC | 1.2% | · | · | -0.3% | 6.5% | -10.3% | -9.2% | -1.2% | 0.0%
